# High-throughput results (PubChem BioAssay)
# CD11b adhes enh: enhancers of CD11b/CD18 adhesion to fibrinogen, primary screen, K562 cells, luminescence. ATPlite luminescence. activation, % at 10 µM. 93,000 tested, 0.07% active. AID 1499, 2009;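 active = 10 µM primary screen giving 50% or more activity, confirmed by 40% or more on retest at that dose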; also: strong numbers were not always called active; reference of the scale not given here
# Target sequence (P05107 whole entry, looked up, other chains not shown): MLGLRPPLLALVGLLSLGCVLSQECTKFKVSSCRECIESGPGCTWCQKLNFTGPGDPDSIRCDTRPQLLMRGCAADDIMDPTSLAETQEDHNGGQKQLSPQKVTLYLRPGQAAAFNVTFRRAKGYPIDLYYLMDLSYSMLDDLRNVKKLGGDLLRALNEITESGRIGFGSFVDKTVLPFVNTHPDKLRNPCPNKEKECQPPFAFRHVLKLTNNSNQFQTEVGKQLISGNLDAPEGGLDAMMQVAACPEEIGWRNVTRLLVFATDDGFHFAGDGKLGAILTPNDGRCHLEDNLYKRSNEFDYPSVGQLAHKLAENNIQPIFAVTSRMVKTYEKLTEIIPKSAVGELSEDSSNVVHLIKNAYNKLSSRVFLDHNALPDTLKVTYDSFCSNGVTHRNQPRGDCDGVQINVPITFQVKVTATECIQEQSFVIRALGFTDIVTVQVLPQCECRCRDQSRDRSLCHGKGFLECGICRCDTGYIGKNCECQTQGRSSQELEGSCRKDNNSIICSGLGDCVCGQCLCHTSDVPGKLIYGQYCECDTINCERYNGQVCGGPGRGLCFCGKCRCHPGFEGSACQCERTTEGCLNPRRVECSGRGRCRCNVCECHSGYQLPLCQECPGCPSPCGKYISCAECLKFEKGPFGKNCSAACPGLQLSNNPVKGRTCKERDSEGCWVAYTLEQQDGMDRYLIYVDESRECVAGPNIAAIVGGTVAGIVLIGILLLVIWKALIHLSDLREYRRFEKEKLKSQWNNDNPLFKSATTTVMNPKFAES
# CD11b adhes inh: inhibitors of CD11b/CD18 adhesion to fibrinogen, primary screen, K562 cells, luminescence | ATPlite luminescence; Mn2+ added to activate the integrin | AID 1497, 2009 | inhibition, % at 10 µM | Integrin beta-2 (Homo sapiens) + Integrin alpha-M (Homo sapiens), P05107+P11215 | 93,000 tested, 0.54% active;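 active = primary inhibition of 50% or more at 10 µM, then 40% or more on retest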; also: some results filed as inactive read as strong as hits
# An asterisk follows results filed as active.
CD11b adhes enh	CD11b adhes inh	compound
-1.2	14.2	Cc1cc(C)c(S(=O)(=O)n2c([N+](=O)[O-])cnc2C)cc1C
-3.5	0.3	O=C(Nc1ccc(N2CCCC2)c(Cl)c1)c1ccccc1[N+](=O)[O-]
2.1	-20.5	O=C(Nc1cccc(Cl)c1)N(Cc1nc2ccccc2c(=O)[nH]1)Cc1cccs1
0.5	9.1	Cc1cc(C)cc(NC(=O)CSc2ccc(-c3ccco3)nn2)c1
-0.2	5.4	C[C@H](NS(=O)(=O)c1ccc(Cl)c(Cl)c1)C(=O)OCc1cc(=O)n2cc(Br)ccc2n1
-10.9	53.6	COc1ccc(NC(=O)CCC2CCCCC2)cc1S(=O)(=O)N1CCCCC1
-0.1	-10.0	C/C(CC(=O)NCc1ccccc1)=N\NC(=O)c1cnccn1
-1.8	-4.5	CCCN1CN(CCc2ccccc2)CNC1=S

# As entered above:
# Under CD11b adhes enh, C[C@H](NS(=O)(=O)c1ccc(Cl)c(Cl)c1)C(=O)OCc1cc(=O)n2cc(Br)ccc2n1 has -0.2
# Under CD11b adhes inh, Cc1cc(C)c(S(=O)(=O)n2c([N+](=O)[O-])cnc2C)cc1C has 14.2

# The listing continues:
CD11b adhes enh	CD11b adhes inh	compound
-0.8	1.3	Cc1ccc(-n2c(SCC(N)=O)nc3c(c2=O)C2(CCCC2)Cc2ccccc2-3)cc1
25.5	3.9	CCOC(=O)c1c(NC(=O)C(=O)N/N=C/c2ccccc2O)sc2c1CCCCC2
4.0	4.3	N#Cc1c(-c2ccccc2F)cc(C2CC2)nc1SCC(=O)c1cccs1
-1.9	6.5	FC(F)(F)c1n[nH]c(=S)n1/N=C/c1ccco1
-2.3	14.2	N#C/C(=C\c1cccn1-c1ccccc1)C(=O)NC1CCCCC1
29.1	0.0	CN(C)c1ccc(P(=O)(Nc2ccc([N+](=O)[O-])cc2)N2CCOCC2)c(NC(=O)c2cccs2)c1 (stereo not given)
1.7	1.8	CCOC(=O)c1cc(-c2ccccc2)sc1NC(=O)C(C)OC(=O)c1cccnc1OCC (stereo not given)
2.5	-2.1	CC1(c2cccc3ccccc23)NC(=O)N(CC(=O)NC2CCS(=O)(=O)C2)C1=O (stereo not given)
0.3	-4.6	CCOC(=O)c1cnc2c(OC)cccc2c1Nc1ccc2c(c1)OCCO2
6.0	7.6	Cc1nn(Cc2ccc(F)cc2)c(C)c1NC(=O)C1c2ccccc2Oc2ccccc21
-7.0	93.6	O=C(NN1C(=O)C2C(c3ccccc3)C=CC(c3ccccc3)C2C1=O)c1cccc(Br)c1 (stereo not given)
1.7	-13.0	O=C(Cc1cccs1)N/N=C/C=C\c1ccco1
11.4	12.9	CC(Oc1ccc(Cl)cc1Cl)C(=O)NC(=S)N1CCc2ccccc21 (stereo not given)
1.7	-19.7	COc1ccccc1C(=O)NCCCNc1ccc([N+](=O)[O-])cc1
0.2	-2.2	CC(C)NS(=O)(=O)c1ccc(CCC(=O)Nc2ccc3c(c2)OCCO3)cc1
4.5	8.1	CCOc1ccc2ncc(S(=O)(=O)c3ccc(C)cc3)c(N3CCC4(CC3)OCCO4)c2c1
-5.4	55.8*	O=C(NCCc1c[nH]c2ccccc12)c1cccc(S(=O)(=O)Nc2ccccc2Cl)c1
1.6	2.0	COc1ccc(/C=N\N=C2/SC(CC(=O)O)C(=O)N2c2ccc(O)cc2)cc1OC (stereo not given)
-3.5	-27.0	CC(C)COc1cccc(C(=O)NC(=S)Nc2cccc(NC(=O)c3ccccc3Cl)c2)c1
2.7	-13.6	Nc1nnc(CC(=O)N/N=C/c2ccc(-c3ccccc3Cl)o2)s1
-0.8	12.3	COCCNC(=S)N1CCOCC1
-2.2	58.2	CNC(=S)N/N=C/c1cn(Cc2ccc(C)cc2)c2ccccc12
14.5	-9.4	O=C(COC(=O)/C=C/c1cccc(Cl)c1)NCCC1=CCCCC1
6.7	-1.5	O=C(OCn1nnc2ccccc2c1=O)c1cc(-c2ccccc2Cl)nc2ccccc12
-3.2	28.0	Cc1ccc(N=C/C(C(=O)C(F)(F)F)=C(\O)c2ccco2)cc1Cl
-1.8	3.0	O=C(COC(=O)c1cccc(Br)c1)NCCc1ccccc1
3.2	-22.9	CC(C)c1ccc(C(=O)NCc2ccc(Cl)cc2)cc1
44.9	-9.4	COc1ccc(C(=O)Oc2ccc(/C=N/NC(=O)c3ccccc3OC)cc2[N+](=O)[O-])cc1
2.6	30.4	COc1ccc(OCCCC(=O)Nc2cccc(C(C)=O)c2)cc1
-1.8	6.1	COc1ccc(/C=C/C(=O)NCc2cccnc2)cc1
115.2	3.2	N=C1/C(=C\c2ccc(-c3cccc(Cl)c3)o2)C(=O)N=C2SC=C(c3ccccc3)N12
-0.1	-7.9	CCOC(=O)C/C(C)=N/NC(=O)C1CC1(c1ccccc1)c1ccccc1 (stereo not given)
5.6	18.3	COc1cccc2sc(N(CCCN(C)C)C(=O)c3sc4ccccc4c3Cl)nc12
1.9	44.0	Cc1cccc(CN2CCc3c(OCC(=O)N4CCCc5ccccc54)cccc3C2=O)c1
0.3	-16.3	O=C(N/N=C/c1cccc(F)c1)NC1CCCCC1
3.9	15.4	CC(NC(=O)/C(=C/c1ccc(OC(F)F)cc1)c1ccccc1)c1ccccc1 (stereo not given)
5.5	-7.3	Fc1cccc(CSc2ccc(-c3ccco3)nn2)c1
-4.6	11.7	O=C1c2ccccc2C(Nc2ccc(Cl)cn2)N1Cc1ccccc1 (stereo not given)
0.9	2.3	COc1ccc(NC(=O)c2sc(N3CCOCC3)nc2-c2ccccc2)c(OC)c1
-3.6	-25.6	CCCN(CCC)CC(O)Cn1cc(/C=C/C(=O)c2cccs2)c2ccccc21 (stereo not given)

# One compound at a time, as listed above. Order of screens: CD11b adhes enh	CD11b adhes inh
# Shown for `COc1cccc2sc(N(CCCN(C)C)C(=O)c3sc4ccccc4c3Cl)nc12` → 5.6	18.3
# Shown for `O=C1c2ccccc2C(Nc2ccc(Cl)cn2)N1Cc1ccccc1` (stereo not given) → -4.6	11.7
# Shown for `CCCN(CCC)CC(O)Cn1cc(/C=C/C(=O)c2cccs2)c2ccccc21` (stereo not given) → -3.6	-25.6

# Following part:
CD11b adhes enh	CD11b adhes inh	compound
-2.4	-3.5	CCOC(=O)c1ccc(NC(=O)CN2C(=O)C(CC)SC(CC)C2=O)cc1 (stereo not given)
-1.8	7.7	CCO/C=C1\N=C(c2ccc(F)cc2)OC1=O
-2.6	-7.0	Cc1cc(NC(=O)CN2C(=O)NC3(CCC(C)CC3)C2=O)no1 (stereo not given)
36.1	17.6	COc1ccc(C(=O)Nc2ccc(C(=O)OCC(=O)c3cccc4ccccc34)cc2)cc1
1.1	-1.1	Cc1nn(C)c(=O)n1-c1ccc(Oc2ccccc2)cc1
4.3	-8.0	Nc1ccc(C(=O)OCC(=O)N2CCOCC2)cc1[N+](=O)[O-]
4.5	-10.5	COc1cccc(/C=N/NC(=O)CCn2c3ccccc3c3ccccc32)c1
-1.9	11.7	COc1ccc(C(=O)/C=C/c2ccc(OC)c(O)c2)c(F)c1
2.0	-11.8	Cc1[nH]c2ccccc2c1/C=N/NC(=O)c1cc(-c2cccs2)[nH]n1
8.4	-8.9	CNCc1cn2cc(Cl)ccc2n1
-9.3	82.3	CC(C)(C)c1ccc(Cn2cnc(-c3ccc([N+](=O)[O-])cc3)c2)cc1
8.3	13.9	CCC(CC)NC(=O)c1oc2ccccc2c1COc1ccccc1
-0.4	-19.2	COCCOC(=O)c1c(NC(=O)CN2CCCc3ccccc32)sc(C(N)=O)c1C
0.1	-15.2	Cc1ccc2nc(SC(C)C(=O)NCc3ccc4c(c3)OCO4)[nH]c2c1 (stereo not given)
0.6	39.2	O=C(NNc1c2ccccc2nc2ccccc12)c1cc2ccccc2cc1O
0.9	-6.1	O=C(NN=C1CCCCC1)NC1CCCCC1
9.3	8.1	CCSc1ccc(-c2nn(-c3ccccc3)cc2/C=C(/C#N)C(=O)NCCCOC)cc1
3.5	8.7	CCOC(=O)c1c(NC(=O)C2COc3ccccc3O2)sc2c1CCN(Cc1ccccc1)C2 (stereo not given)
-0.2	8.4	Cc1c(-c2cccc(NC(=O)c3cccs3)c2)nc2ncccn12
11.3	-10.1	COC(=O)c1ccc(N/C(=N/S(=O)(=O)c2ccccc2)c2ccccc2)cc1
-3.0	-5.9	O=C(NC1CCCCCC1)c1ccccc1-c1ccccc1
0.2	1.7	NC(=O)C1CCCN(C(=S)Nc2cccc3ccccc23)C1 (stereo not given)
10.9	13.6	COc1ccc(C2CC(c3ccccc3)=NN2C(=O)COC(=O)c2cccnc2Cl)cc1 (stereo not given)
0.7	0.7	Cc1cccc(C)c1NC(=O)c1cccc(COc2cc(Cl)ccc2Cl)c1
1.5	3.5	O=C(O)C1CCC(CNCc2ccccc2Cl)CC1 (stereo not given)
-0.5	-21.2	O=C(Cc1csc(-c2ccccc2)n1)NCc1ccc(F)cc1
0.8	-8.4	COc1ccccc1NC(CC(=O)c1ccccc1)C(=O)OCC(=O)c1ccc(F)cc1 (stereo not given)
7.7	43.9	O=C(CSc1nc2ccccc2s1)Nc1cc(S(=O)(=O)N2CCOCC2)ccc1O
-4.0	-2.6	Cc1ccccc1NC(=O)/C(=C/c1cccs1)NC(=O)c1ccco1
8.9	0.7	Cc1ccc(NC(=O)COc2ccc(CCO)cc2-n2nc3ccccc3n2)cc1C
0.1	12.5	Cc1nc(NC(=O)c2ccccc2)nc2cc3c(cc12)OCO3
4.1	12.3	CCC(=O)Nc1ccc(Nc2nc(C)c([N+](=O)[O-])c(Nc3ccc(NC(=O)CC)cc3)n2)cc1
5.4	-5.5	O=C(Cc1ccc(Br)cc1)NCCc1ccc(Cl)cc1Cl
-6.4	-1.0	Cc1ccccc1NS(=O)(=O)c1ccc(OCC(=O)NCc2cccnc2)cc1
2.9	2.3	O=C1CN(C(=O)c2cc3ccccc3o2)c2ccccc2N1
-2.8	2.3	CCc1ccc(C2NC(=S)NC3=C2C(=O)CC(C)(C)C3)cc1 (stereo not given)
5.8	-4.0	Cc1cc(SC(C)C(=O)NCC(=O)Nc2ccc(F)c(F)c2F)nc2ccccc12 (stereo not given)
1.6	19.5	O=C(OCC(=O)N1CCCc2ccccc21)c1cnc(Cl)c(Cl)c1
3.5	-1.9	CC1Cc2ccccc2N1CC(=O)NCc1ccc2c(c1)OCO2 (stereo not given)
80.8	-24.6	O=C(COC(=O)c1cc2c(s1)CCCC2)Nc1ccc(Cl)cn1

# 7 entries from above in a different format:
# Screens in order: CD11b adhes enh | CD11b adhes inh
Cc1ccc(N=C/C(C(=O)C(F)(F)F)=C(\O)c2ccco2)cc1Cl
→ -3.2 | 28.0
O=C(COC(=O)c1cccc(Br)c1)NCCc1ccccc1
→ -1.8 | 3.0
CC(C)c1ccc(C(=O)NCc2ccc(Cl)cc2)cc1
→ 3.2 | -22.9
COc1ccc(C(=O)Oc2ccc(/C=N/NC(=O)c3ccccc3OC)cc2[N+](=O)[O-])cc1
→ 44.9 | -9.4
COc1ccc(OCCCC(=O)Nc2cccc(C(C)=O)c2)cc1
→ 2.6 | 30.4
COc1ccc(/C=C/C(=O)NCc2cccnc2)cc1
→ -1.8 | 6.1
N=C1/C(=C\c2ccc(-c3cccc(Cl)c3)o2)C(=O)N=C2SC=C(c3ccccc3)N12
→ 115.2 | 3.2

# Other results follow.
CD11b adhes enh	CD11b adhes inh	compound
3.9	-4.6	CCOC(=O)c1ccc(-n2ccnc2)c(NC(=O)c2cccc(Br)c2)c1
5.8	-4.6	CCOc1ccc(CNC(=S)N/N=C/c2ccncc2)cc1
0.3	5.5	O=C(Nc1ccc(O)c(-c2nc3ccccc3o2)c1)C1(c2ccc(Cl)cc2)CCCC1
-1.5	4.1	NNc1nc2c(F)cccc2s1
-1.9	29.3	Cc1ccc(NC(=O)NC(=O)CSc2nnc(-c3ccc(Cl)cc3Cl)n2N)c(C)c1
8.0	12.7	COc1ccc(-c2[nH]c(-c3cc(OC)c4c(c3)OCO4)nc2-c2ccccc2)cc1
3.2	33.7	Cc1ccccc1-n1c(SCc2csc(Nc3ccccc3)n2)nnc1-c1cccnc1
-2.3	-10.0	COc1ccccc1NC(=O)c1ccc(NC(=O)CSc2nncn2C)cc1
-0.8	-0.1	COc1ccc(S(=O)(=O)NN(C)C)cc1N(C)S(=O)(=O)c1ccc(Cl)cc1
-1.2	0.1	CCc1ccccc1NC(=O)CC1CS(=O)(=O)CC1CC(=O)Nc1ccccc1CC (stereo not given)
0.5	-13.5	O=C(NCCC1=CCCCC1)C1CCN(C(=O)c2ccc(Br)cc2)CC1
10.9	-9.1	O=C(COC(=O)[C@@H]1CCCN1S(=O)(=O)c1ccc(Cl)cc1)NC12CC3CC(CC(C3)C1)C2
0.2	10.9	O=C1c2cccc3cccc(c23)C(=O)N1CCN1CCN(C(=S)Nc2ccccc2)CC1
17.5	-9.8	NC(=O)NC(=O)COC(=O)CN1C(=O)C2CCCCC2C1=O (stereo not given)
-5.3	17.2	O=C(CNC(c1ccccc1)c1ccccc1)Nc1ccccc1-c1ccccc1
16.5	-13.1	CCC1CCCCN1CC(O)Cn1c2ccccc2n2c(=O)cc(C)c(C#N)c12 (stereo not given)
14.4	-5.7	N#CCCn1cc(/C=N/NC(=O)c2ccncc2)c(-c2ccc(F)cc2)n1
33.3	-4.4	Cc1cccc(NC(=O)c2cc3c([nH]c4ccccc43)c(C)n2)c1C
-3.4	90.1	CC(C)c1ccc(/C=C(\c2nc3ccccc3[nH]2)S(=O)(=O)c2ccccc2)cc1
4.0	1.7	Cc1sc2ncnc(SC(C)C(=O)N3c4ccccc4Sc4ccccc43)c2c1C (stereo not given)
-3.5	4.4	CCN(CC)C(=O)C(=O)c1c(-c2ccccc2)[nH]c2ccccc12
-0.5	-10.2	Cc1ccc(C)c(NC(=O)CSc2nnc3n2CCCCC3)c1
-1.7	1.5	CCCCN(C(=O)c1cc2ccccc2o1)c1c(N)n(CCC)c(=O)[nH]c1=O
-3.3	47.3	CCN(CC(=O)Nc1cc(Cl)ccc1C)c1ncnc2sc(C)c(C)c12

# An excerpt, so the mix of outcomes need not match the whole.
